# Bioassay records from PubChem BioAssay.
# DNA FID counter: counter-screen for HCV NS3 helicase inhibitors: DNA intercalator displacement; DNA fluorescent intercalator displacement, fluorescence; hit rate 0.17% among 290,000; inhibition, % at 7.9 µM; in the data active = inhibition above about 37%;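 note: 0% = vehicle and 100% = reference compound; higher means more ethidium bromide displaced from hairpin DNA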
# HCV NS3 hel inh: blocks Hepatitis C virus NS3 helicase unwinding | NS3 helicase DNA unwinding, Cy5 molecular beacon fluorescence | hit rate 0.56% among 290,000 | inhibition, % at 10.9 µM;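 active = inhibition above the mean of all tested compounds plus 3 SD, set per campaign, cut at about 35% in these data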;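 note: 0% = DMSO wells and 100% = thioflavine S control wells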
#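 System: NS3 helicase fragment of HCV / Schedule: 1 h at 25 °C / Control set: DMSO alone as 0% and 110 µM thioflavine S as 100% / Reagent: Cy5/quencher beacon DNA duplex and ATP to start / Technique: Cy5 fluorescence / Replication: singlicate / Evaluation: % inhibition of end-to-start signal ratio versus controls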
# VIM-2 inhibitor: blocks Pseudomonas aeruginosa VIM-2 metallo-beta-lactamase; purified VIM-2, nitrocefin hydrolysis, epi-absorbance fluorescence; inhibition, % at 5.6 µM; hit rate 0.89% among 290,000; AID 1527;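 active = inhibition above the mean of all tested compounds plus 3 SD, cutoff set per screening run, cut at about 7.5% in these data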;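 note: red hydrolysis product quenches plate fluorescence so inhibitors raise well fluorescence; 0% = enzyme with DMSO and 100% = DMSO without enzyme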
# OXTR agonist: agonists of human oxytocin receptor | activation, % at 3 µM | CHO-OTR cells, Fluo-8 calcium fluorescence; normalized: DMSO 0%, oxytocin 100% | AID 2435 | P30559 | hit rate 0.32% among 320,000;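 active = activation above the mean of all tested compounds plus 3 SD, cutoff set per screening run, cut at about 20% in these data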;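 note: peak over basal fluorescence ratio from a 100 s FLIPR kinetic read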
# Target sequence (P30559 whole entry, looked up): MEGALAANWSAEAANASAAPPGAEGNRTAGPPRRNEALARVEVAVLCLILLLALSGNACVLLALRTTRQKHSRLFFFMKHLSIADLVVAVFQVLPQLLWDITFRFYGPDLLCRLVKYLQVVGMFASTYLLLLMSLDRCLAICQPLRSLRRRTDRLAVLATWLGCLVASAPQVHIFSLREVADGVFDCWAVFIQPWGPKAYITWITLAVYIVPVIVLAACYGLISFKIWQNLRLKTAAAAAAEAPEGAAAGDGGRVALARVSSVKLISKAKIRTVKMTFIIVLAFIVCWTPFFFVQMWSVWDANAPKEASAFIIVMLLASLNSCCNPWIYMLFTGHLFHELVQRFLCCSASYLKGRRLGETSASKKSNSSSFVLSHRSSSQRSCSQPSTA
# V1R ag counter: activates human V1a receptor in oxytocin agonist counter-screen; P37288; CHO-V1R cells, Fluo-8 calcium fluorescence, agonist mode; 0% DMSO, 100% 3 nM vasopressin; activation, % at 3 µM; hit rate 0.25% among 320,000; AID 2797;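 active = activation above the mean activation of all tested compounds plus 3 SD, per screening run, cut at about 20% in these data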;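 note: signal is peak over basal fluorescence ratio across a 100 second FLIPR read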
# GPR7 antag: human neuropeptides B/W receptor 1 antagonism | P48145 | inhibition, % at 4.4 µM | GPR7-expressing cells, fluorescence antagonist assay | hit rate 1.1% among 290,000; in the data active = inhibition above about 16%, passing the limit was not always enough;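 note: cells stimulated with the agonist NPW; 0% = agonist with vehicle and 100% = vehicle without agonist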
# Target sequence (P48145 whole entry, looked up): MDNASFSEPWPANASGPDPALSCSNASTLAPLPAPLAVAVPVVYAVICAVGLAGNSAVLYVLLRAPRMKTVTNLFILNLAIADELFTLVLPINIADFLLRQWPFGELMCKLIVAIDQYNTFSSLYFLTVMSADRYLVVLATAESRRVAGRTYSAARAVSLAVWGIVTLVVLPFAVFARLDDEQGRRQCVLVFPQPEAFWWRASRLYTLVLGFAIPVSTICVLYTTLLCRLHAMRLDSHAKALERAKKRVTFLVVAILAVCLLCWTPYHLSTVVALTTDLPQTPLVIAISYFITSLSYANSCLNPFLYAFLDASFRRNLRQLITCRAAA
# PHOSPHO1 block: inhibitors of human PHOSPHO1 phosphatase; AID 1565; hit rate 1.1% among 290,000; recombinant PHOSPHO1, absorbance phosphatase assay; inhibition, % at 13.3 µM; in the data active = inhibition above about 60%
# IMP-1 inh: inhibitors of Pseudomonas aeruginosa IMP-1 metallo-beta-lactamase; AID 1556; purified IMP-1, nitrocefin hydrolysis, epi-absorbance fluorescence; hit rate 0.45% among 290,000; inhibition, % at 5.6 µM;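 active = inhibition above the mean plus 3 SD of all compounds in the same screening run, cut at about 4.5% in these data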;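 note: 0% = IMP-1 with DMSO and 100% = DMSO wells lacking enzyme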
#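 system = purified recombinant IMP-1 beta-lactamase | amount = 0.2 nM IMP-1, as dispensed | medium = HEPES buffer pH 7.1 with ZnSO4 and Brij 35 | times = 25 °C, 15 min preincubation, 25 min reaction | detection = plate fluorescence quenching by hydrolysis product, ex 480/em 530 nm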
# GalR3 antag: human GalR3 antagonism; O60755; HEK293 GalR3-CNG cAMP membrane potential fluorescence; galR3 body fused to GalR1 C-terminus; inhibition, % at 3 µM; hit rate 0.44% among 360,000; AID 651719;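 active = inhibition above the screen-wide average plus 3 SD, cut at about 13% in these data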;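 note: forskolin and galanin both at EC90 stimulate the cells; cAMP rise reported by CNG channel membrane potential dye signal; 0% = forskolin plus galanin with DMSO and 100% = forskolin alone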
# Target sequence (O60755 1-299 limits assumed): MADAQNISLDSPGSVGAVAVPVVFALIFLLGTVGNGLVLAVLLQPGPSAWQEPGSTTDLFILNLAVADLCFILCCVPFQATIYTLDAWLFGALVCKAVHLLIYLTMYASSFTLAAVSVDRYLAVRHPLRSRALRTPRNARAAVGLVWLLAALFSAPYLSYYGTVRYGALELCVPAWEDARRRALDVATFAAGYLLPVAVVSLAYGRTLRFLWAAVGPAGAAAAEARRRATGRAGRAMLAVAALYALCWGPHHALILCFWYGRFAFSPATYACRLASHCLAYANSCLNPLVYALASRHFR
# * hit, by the source's call; / = not tested or not shown.
SMILES,DNA FID counter,HCV NS3 hel inh,VIM-2 inhibitor,OXTR agonist,V1R ag counter,GPR7 antag,PHOSPHO1 block,IMP-1 inh,GalR3 antag
COc1ccc(-c2cc(C(=O)Nc3sc4c(c3C#N)CCCC4)c3ccccc3n2)cc1OC,1,3,0.7,0.3,-0.4,-6,40,-0.8,-1
CCOC(=O)C1=C(NC(=S)NC(=O)c2ccccc2)c2ccccc2CC1C(C)C (stereo unspecified),-2,7,-1.3,-1.8,0.1,-20,17,-1.6,-1
CCC(C)NC(=O)c1cc(-c2ccc(OC)cc2)on1 (stereo unspecified),-14,-10,-2.5,0.0,1.2,-9,0,-2.1,-5
COc1cc(NC(=O)CSc2nc3ccccc3c(=O)n2C)ccc1NC(=O)c1ccco1,1,0,0.0,-0.6,0.0,2,13,-0.9,-6
COc1ccccc1NS(=O)(=O)c1cccc(C(=O)NN)c1,-8,-7,-3.4,0.5,0.3,-12,22,-1.5,-4
CCOC(=O)N1CCC(N2C(=O)c3ccccc3C2Nc2cc(Cl)c(OC)cc2OC)CC1 (stereo unspecified),-35,-10,-1.4,-1.5,-0.7,1,-3,-2.8,/
CSc1nc2nccc(-c3ccc(Cl)cc3)n2n1,-7,14,-1.9,-1.5,-0.2,1,-65,0.5,-1
O=C(N=Nc1c(O)[nH]c2ccccc12)c1ccco1,6,6,2.0,-0.4,-0.3,-7,24,-3.0,-3
Cc1cc(=O)[nH]c2c1cnn2Cc1ccccc1,-1,3,-2.3,2.5,0.4,-5,16,-3.4,-1
CC(C)Nc1nnc(SCC(=O)/C=C2\N(C)c3ccccc3C2(C)C)s1,-15,-16,-2.1,-0.4,1.3,-8,-40,-3.9,-7
COc1ccccc1N1CCN(CCOc2c(OC)cccc2OC)CC1,20,0,-0.9,0.1,1.6,-11,-7,-1.0,-9
O=C1CCC(=O)N1OCCCCOc1ccccc1,2,-2,-3.1,-0.4,0.7,-11,10,0.5,-5
Cc1ccc(C(=O)N/C(=C\c2cccs2)C(=O)NCC2CCCO2)cc1C (stereo unspecified),-11,-8,-2.1,-1.6,1.4,-5,-42,-2.1,-10
Cc1ccccc1NC(=O)C1CCN(S(=O)(=O)c2cccc3nonc23)CC1,-2,3,-1.0,0.7,2.9,11,39,0.3,-7
CCOC(=O)CSc1nnc(N)s1,0,3,-0.3,0.2,0.0,-11,90*,-2.9,-2
Cc1cc(C)c2[nH]c(C(=O)Nc3ccc4c(c3)OCO4)cc2c1,-9,2,-4.0,-3.4,0.0,-6,22,-3.5,-4
Cc1nnc(SCC(=O)Nc2ccc3c(c2)OCO3)o1,-1,0,-0.7,-0.3,-0.3,-12,-14,1.9,2
COc1ccccc1NS(=O)(=O)c1ccc(NC(C)=O)cc1,-1,10,-0.4,2.6,1.8,0,49,1.0,-8
C=CCn1c(SCC(=O)NCc2ccc3c(c2)OCO3)nnc1C1COc2ccccc2O1 (stereo unspecified),-35,-6,-6.3,-0.7,-0.1,-10,45,-5.4,-3
COc1ccc(-c2ccc(F)cc2)cc1[C@H]1[C@H]2C=CC[C@@H](C)[C@@H]2C(=O)N1Cc1ccccc1,/,/,/,-0.7,1.6,/,35,/,-6
Cc1nc(NCc2ccco2)c2oc3ccccc3c2n1,-8,0,5.6,1.2,4.4,1,0,-1.0,2
CSCc1ccc(C(=O)Nc2ccc(C(N)=O)cc2)cc1,0,-2,-2.0,1.0,-0.3,-9,3,-1.4,-5
S=c1[nH]nc(-c2ccccn2)n1/N=C/c1ccc(-c2ccccc2Cl)o1,3,7,-1.7,-1.7,-0.6,0,46,-3.4,-4
CCc1noc(C)c1C(=O)N1CCCC(N2CCN(c3ccc(F)cc3)CC2)C1 (stereo unspecified),-27,9,2.7,0.8,1.7,5,30,1.6,-2
O=C(CSc1ccc2nnc(-c3ccccn3)n2n1)Nc1ccccc1,-7,17,0.0,-0.2,0.6,-13,43,-1.8,-3
CCCCn1c2ccccc2c2nnc(SCC(=O)NC3=NN=C(c4ccccc4)CS3)nc21,-8,12,-1.4,-0.5,-1.0,-1,-29,-0.4,-4
Cc1ccc(NS(=O)(=O)c2cccc(C(=O)NCC(c3ccco3)N3CCCCC3)c2)cc1 (stereo unspecified),15,-25,0.5,2.7,3.6,1,/,-0.8,-7
O=C(CCC(=O)Nc1ccccc1Cl)NNC(=O)NC1CCCCC1,-13,-7,-1.1,0.0,0.4,-5,-1,-0.8,-3
CC(=O)Nc1ccc(NC(=O)COC(=O)c2cnccn2)cc1,3,0,0.5,-0.5,0.0,-12,24,-0.6,-6
Cc1cccc(C2c3[nH]c4ccccc4c3CCN2Cc2cccn2-c2ncccn2)c1 (stereo unspecified),6,-36,-1.5,-0.9,-0.8,7,-7,-0.7,0

# Three successive records out of the list so far:
SMILES,DNA FID counter,HCV NS3 hel inh,VIM-2 inhibitor,OXTR agonist,V1R ag counter,GPR7 antag,PHOSPHO1 block,IMP-1 inh,GalR3 antag
O=C(CCC(=O)Nc1ccccc1Cl)NNC(=O)NC1CCCCC1,-13,-7,-1.1,0.0,0.4,-5,-1,-0.8,-3
CC(=O)Nc1ccc(NC(=O)COC(=O)c2cnccn2)cc1,3,0,0.5,-0.5,0.0,-12,24,-0.6,-6
Cc1cccc(C2c3[nH]c4ccccc4c3CCN2Cc2cccn2-c2ncccn2)c1 (stereo unspecified),6,-36,-1.5,-0.9,-0.8,7,-7,-0.7,0

# Going on with the list:
SMILES,DNA FID counter,HCV NS3 hel inh,VIM-2 inhibitor,OXTR agonist,V1R ag counter,GPR7 antag,PHOSPHO1 block,IMP-1 inh,GalR3 antag
COc1cc2cc(C(N)=O)c(N)nc2cc1OC,8,-2,0.9,-0.5,-0.4,-8,24,-1.6,-1
O=S(=O)(Cc1ccc(Cl)cc1)N1CCCC1,-2,1,-3.8,0.1,0.0,-9,-16,-1.0,-6
Cc1ccc(OCc2nnc(N)s2)cc1,-1,4,-0.2,0.0,0.7,3,19,-3.4,-4
Cc1cc(C)nc(NC(=O)c2c(-c3c(Cl)cccc3Cl)noc2C)n1,-5,-3,0.9,0.0,-0.3,-6,-3,-1.9,-3
Cc1onc(-c2ccccc2)c1C(=O)N/N=C/c1ccccc1OC(C)C,-35,-1,-4.7,2.4,7.5,-14,14,-4.5,-1
N#CNC(=Nc1ccccc1F)SCc1ccc(C(=O)O)cc1,6,7,-1.5,0.9,0.9,-4,24,-2.8,-2
CSc1nc(Cl)cc(Nc2ccccc2N)n1,-7,-4,1.1,-2.0,-0.7,-6,0,-1.3,-3
O=[N+]([O-])c1ccccc1-c1ccc(C(=S)N2CCCC2)o1,-1,10,-1.8,-2.4,-1.3,-8,-13,-1.9,-4
COc1ccc(N=c2oc3ccc(OC)cc3cc2-c2nc3ccccc3[nH]2)cc1,0,5,-4.2,0.7,0.9,-5,-117,-1.9,-2
O=S(=O)(Nc1cccc(-n2cnnn2)c1)c1cnc(Cl)c(Cl)c1,-15,17,-2.0,-0.1,0.8,-10,34,1.5,0
COc1ccc(OC)c(NC(=O)Nc2cccc3ccccc23)c1,-5,-5,-0.3,-1.5,-1.3,-3,-7,-1.6,-5
CC(C)(O)c1nnn(-c2ccccc2)c1C(F)(F)F,3,-2,-2.3,1.1,1.6,-8,-2,-1.0,-4
CCC1CN(C(=O)N2CCC(C(=O)NCc3cccc(OC)c3OC)CC2)c2cc(C)ccc2O1 (stereo unspecified),-63,-12,0.6,1.8,4.1,-7,28,-0.4,-9
CCOc1cc(C(=S)N2CCOCC2)ccc1OC(=O)c1cccc(C)c1,-37,-10,-3.5,-2.1,0.4,-5,19,-2.5,-12
CCOc1ccccc1Oc1c(C)oc2c(CN3CCN(C)CC3)c(O)ccc2c1=O,5,-5,-1.3,-0.1,0.2,-3,13,-0.6,-6
COc1ccc(C(=O)Nc2ccccc2C(=O)N(Cc2ccco2)C(C(N)=O)C(C)C)cc1 (stereo unspecified),-9,1,-2.6,-0.9,-0.6,-13,12,-1.9,-4
O=S(=O)(Nc1ncccn1)c1ccc(NC(=S)NCCc2ccc(Cl)cc2)cc1,-9,-2,-1.8,-0.2,-1.4,-15,-4,-2.2,-2
CCCCC(NC(C)=O)c1nc2ccccc2n1CCC (stereo unspecified),-15,4,-2.5,-2.6,-0.4,6,4,-2.1,-3
COc1cccc(NC(=O)Nc2nc(-c3ccc(OC)c(OC)c3)cs2)c1,-14,-24,-2.5,12,14,74*,37,-1.5,-9
CCOC(=O)/C=C/C(=O)OCC(=O)N1CCN(C(=O)c2ccco2)CC1,-12,10,-1.9,0.7,-1.0,-17,43,-1.1,4
CCCCC(=O)NNC(=S)NCc1ccccc1,-2,-2,-2.0,-0.6,0.8,-11,-22,-4.2,-8
CC(=O)c1cccc(NC(=O)c2cc(C(C)C)on2)c1,-6,-2,0.7,-0.8,-0.1,-5,-9,0.0,/
O=C(NC1CC1)c1cccc(Br)c1,1,0,-3.6,-0.3,0.0,-15,4,-3.2,0
Cn1c(SCC(=O)Nc2ccc(N3CCOCC3)cc2)nnc1-c1ccccc1F,-28,-7,-1.8,0.5,0.8,-6,49,-1.1,-8
CCOc1ccccc1N1CCN(C(=S)Nc2ccc(S(=O)(=O)Nc3ncccn3)cc2)CC1,-55,5,-5.1,0.6,1.2,-16,8,-0.9,-1
CCC(=O)N1CCN(c2ccc(Cl)cc2NC(=O)c2ccc3c(c2)OCCO3)CC1,-12,-1,-2.7,3.2,1.9,-2,-6,-8.6,-6
CC(C)C(=O)N1CCN(c2ccc(NC(=O)COc3ccccc3[N+](=O)[O-])cc2)CC1,-10,5,-2.4,14,13,-22,53,-2.6,0
CN(C)C(=O)N1CCC(C(=O)NCc2ccc(F)cc2)CC1,2,-2,2.0,0.6,0.2,-8,-7,-3.5,2
c1cncc(-c2nc(NCC3COc4ccccc4O3)c3ccccc3n2)c1 (stereo unspecified),-20,-9,-2.2,-1.1,0.5,0,20,-2.2,-6
Cc1ncc([N+](=O)[O-])n1CCOC(=O)NC(NCc1ccccc1)C(Cl)(Cl)Cl (stereo unspecified),2,0,-9.5,1.7,0.3,-6,22,-1.7,2
COC(=O)c1cc(N2CCNCC2)nc2ccccc12,6,-47,0.4,1.9,0.2,2,27,-3.4,-8
O=C(NCCCn1ccnc1)/C(=C/c1ccccc1)NC(=O)c1ccccc1,2,0,-3.6,-0.4,-0.8,4,28,-4.7,-3
CC(=O)Nc1cc2c(cc1Br)OCCO2,0,8,-1.8,-0.2,-0.6,15,-24,-0.5,0
CCOc1ccc(OCC)c(C2C(C#N)=C(N)N(c3cccnc3)C3=C2C(=O)CC(C)(C)C3)c1 (stereo unspecified),-22,-5,-4.4,-0.5,1.4,-15,13,-8.1,-1
CCOc1ccccc1N1CC(C(=O)Nc2cccc(S(=O)(=O)N3CCCCC3)c2)CC1=O (stereo unspecified),-7,4,-2.7,-0.1,-1.1,-4,24,-3.0,1
O=C(NCCCN1CCCCCC1)c1ccc2c(Cl)c3c(nc2c1)CCCC3,-1,-21,0.5,-1.7,-1.6,-7,11,-3.6,-3
